tim10-1 inh = growth inhibitors of tim10-1 mutant yeast, primary screen, luminescence, uHTS | S. cerevisiae tim10-1 ts strain growth, BacTiter-Glo, 24 h | inhibition, % at 20 µM | hit rate 2.2% among 330,000 | AID 463190, 2010;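 active = inhibition of at least 40%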;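 also: mutant grown at 25 °C; 0% = DMSO wells with yeast and 100% = wells holding no yeast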
MIN6 prolif = inducers of MIN6 beta-cell proliferation, primary screen, ATP luminescence, uHTS | MIN6 cells proliferation, ATPlite luminescence, 48 h; cells starved in 0.2% serum; 100% = growth in 10% serum | proliferation, % at 10 µM | hit rate 0.29% among 330,000 | AID 2380, 2010;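 active = compounds whose signal lies at least 3.5 SD above the mean of all wells on their plate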;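 also: 0% = DMSO-treated cells in low-serum medium and 100% = 10% serum control; some compounds called inactive have numbers as strong as hits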
TIM10 inh = growth inhibitors of isogenic TIM10 control yeast, primary screen, counter-screen for tim10-1 yeast inhibitor project, luminescence, uHTS | S. cerevisiae TIM10 strain growth, BacTiter-Glo luminescence, 24 h | inhibition, % at 10 µM | hit rate 1.4% among 330,000;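 active = inhibition of 40% or more at the single tested concentration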;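 also: wild-type TIM10 isogenic control strain grown at permissive 25 °C; 0% = DMSO yeast wells and 100% = minimal medium wells without yeast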
APJ agonist = agonists of human apelin receptor APJ, primary screen, CHO-K1 cells, PathHunter beta-arrestin, luminescence | P35414 | 0% DMSO wells, 100% apelin | activation, % at 20 µM | hit rate 0.11% among 330,000;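 active = activation more than six SD over the plate average, tested at 20 µM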;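 also: 0% = DMSO alone and 100% = apelin-13 at 10 nM; some results filed as inactive read as strong as hits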
Target sequence (P35414 whole entry, looked up): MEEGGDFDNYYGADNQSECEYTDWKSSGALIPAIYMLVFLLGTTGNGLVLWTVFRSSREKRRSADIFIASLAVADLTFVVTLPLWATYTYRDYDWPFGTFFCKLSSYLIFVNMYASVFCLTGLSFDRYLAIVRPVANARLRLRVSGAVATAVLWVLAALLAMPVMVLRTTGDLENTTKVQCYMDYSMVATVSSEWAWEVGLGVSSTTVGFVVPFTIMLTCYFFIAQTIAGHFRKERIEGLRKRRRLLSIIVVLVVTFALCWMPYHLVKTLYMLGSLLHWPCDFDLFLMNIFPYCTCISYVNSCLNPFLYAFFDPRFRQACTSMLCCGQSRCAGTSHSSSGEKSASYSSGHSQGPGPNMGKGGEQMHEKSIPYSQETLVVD
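Test system – PathHunter CHO-K1 APJ (AGTRL-1) beta-arrestin reporter cells · Input – 1000 cells/well · Compound – single test compound dose, 20 µM final, 1% DMSO · Times – compound stimulation 90 min at 25 °C, detection 60 min · Technique – beta-gal luminescence · Read-out basis – APJ–arrestin association signal · Control set – negative DMSO alone, positive Apelin-13 at 10 nM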
APJ antag = antagonists of human apelin receptor APJ, primary screen, CHO-K1 cells, beta-arrestin complementation, luminescence | P35414 | inhibition, % at 20 µM | hit rate 0.32% among 330,000;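 active = inhibition above about 40% at 20 µM, limit read from the data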;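 also: cells challenged with 10 nM apelin-13 agonist together with compound; plate controls were apelin-13 plus DMSO wells for no effect and DMSO wells lacking apelin-13 for full effect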
NALP3 yeast inh = NALP3 inflammasome inhibitors in reconstituted yeast, primary screen, luminescence, uHTS. Yeast reconstituted NLRP3/ASC/caspase-1, beta-gal luminescence, 24 h. inhibition, % at 10 µM. hit rate 0.39% among 330,000. AID 2825, 2010;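 active = inhibition of 50% or more; inactive = inhibition below 50%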;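 also: plate controls were induced DMSO wells for no effect and uninduced yeast grown without galactose for full effect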
tim23-1 inh = growth inhibitors of tim23-1 mutant yeast, primary screen, luminescence, uHTS; hit rate 1.3% among 330,000; inhibition, % at 20 µM; S. cerevisiae tim23-1 growth, BacTiter-Glo luminescence, 24 h;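 active = growth inhibition of the mutant yeast at or above 50%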;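 also: temperature-sensitive mutant grown at 25 °C; plate controls were DMSO-treated mutant yeast for no effect and medium wells lacking yeast for full effect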
MPTP block = mitochondrial permeability transition pore inhibitors, primary screen, biochemical, isolated mouse mitochondria, absorbance | hit rate 1.4% among 360,000 | Ca2+ swelling absorbance, 30 min | inhibition, % at 10 µM | AID 602449, 2012;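 active = inhibition of 50% or more, scaled per plate between neutral and stimulator controls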;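 also: 0% = DMSO wells given calcium and 100% = 1 mM EGTA wells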
NR3A LBD binder = binders of NR3A ligand-binding domain, primary screen, biophysical, differential scanning fluorimetry, uHTS. Glutamate receptor ionotropic, NMDA 3A (GRIN3A) ligand-binding domain. NR3A LBD differential scanning fluorimetry, Tm shift; 0% = protein alone, 100% = glycine-bound protein. Tm shift relative to glycine control, % at 25 µM. hit rate 2.5% among 340,000. AID 1259313, 2017;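 active = melting temperature shift of at least 10% of the positive control shift, at one fixed dose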
Active calls of the source: *.

How did Cn1c(NCc2ccco2)nc2c1c(=O)n(Cc1ccc(Cl)cc1)c(=O)n2C do in these assays?
tim10-1 inh: 26.3; MIN6 prolif: -1.4; TIM10 inh: -0.2; APJ agonist: -3.0; APJ antag: 2.3; NALP3 yeast inh: 16.8; tim23-1 inh: 26.2; MPTP block: 0.7; NR3A LBD binder: 14.9*

Results for CCOc1cc(C(=O)NC(=S)Nc2ccc(Cl)c(C(=O)O)c2)cc(OCC)c1OCC ?
tim10-1 inh: 12.4; MIN6 prolif: -3.5; TIM10 inh: 0.8; APJ agonist: -6.0; APJ antag: 15.8; NALP3 yeast inh: 10.4; tim23-1 inh: 16.5; MPTP block: 0.7; NR3A LBD binder: -0.2

How did COc1ccc2nc(NCCNC(=S)NCCCN3CCOCC3)c(C#N)cc2c1 do in these assays?
tim10-1 inh: 2.1; MIN6 prolif: 0.4; TIM10 inh: 0.4; APJ agonist: -2.0; APJ antag: -16.6; NALP3 yeast inh: 6.9; tim23-1 inh: 26.4; MPTP block: -2.8; NR3A LBD binder: 3.5

How did Cc1ccc(Cn2cnc3ccccc32)cc1C do in these assays?
tim10-1 inh: 1.3; MIN6 prolif: -6.2; TIM10 inh: 40.0*; APJ agonist: -3.3; APJ antag: -0.5; NALP3 yeast inh: 40.2; tim23-1 inh: 18.6; MPTP block: 2.1; NR3A LBD binder: -1.8

What do the screens show for `COCCN(C(=O)c1ccc(OCC(C)C)cc1)c1c(N)n(Cc2ccccc2)c(=O)[nH]c1=O`?
tim10-1 inh: 9.9; MIN6 prolif: -1.7; TIM10 inh: 7.2; APJ agonist: 1.0; APJ antag: 19.3; NALP3 yeast inh: 4.9; tim23-1 inh: 8.2; MPTP block: -0.7

How did CC(=O)C1=C(C)NC(=O)NC1c1cccc(O)c1 (stereo unspecified) do in these assays?
tim10-1 inh: 6.7; MIN6 prolif: -1.1; TIM10 inh: -16.3; APJ agonist: -3.4; APJ antag: 5.2; NALP3 yeast inh: -8.7; tim23-1 inh: -0.5; MPTP block: 1.3; NR3A LBD binder: -1.0

How did CN(C)c1ccc(NS(=O)(=O)c2cc3c4c(c2)CC(=O)N4CCC3)cc1 do in these assays?
tim10-1 inh: 0.1; MIN6 prolif: -3.1; TIM10 inh: 8.7; APJ agonist: -2.8; APJ antag: -13.4; NALP3 yeast inh: 9.3; tim23-1 inh: -1.3; MPTP block: -0.2; NR3A LBD binder: -0.1

How did O=C1c2nc3ccccn3c2C(=O)N1Cc1ccccc1 do in these assays?
tim10-1 inh: 19.6; MIN6 prolif: 2.2; TIM10 inh: 22.0; APJ agonist: 4.7; APJ antag: 10.3; NALP3 yeast inh: 5.3; tim23-1 inh: 22.0; MPTP block: -1.2; NR3A LBD binder: -2.7

What do the screens show for `CCOC(=O)c1cc2c(ccn2C)n1CC(=O)N1CCN(c2cccc(C(F)(F)F)c2)CC1`?
tim10-1 inh: 12.3; MIN6 prolif: -4.7; TIM10 inh: 5.3; APJ agonist: 2.4; APJ antag: 12.8; NALP3 yeast inh: 13.6; tim23-1 inh: 6.6; MPTP block: 2.4; NR3A LBD binder: -6.3

How did CC1=Nc2ncnn2C(c2ccccc2)/C1=N\O (stereo unspecified) do in these assays?
tim10-1 inh: 9.5; MIN6 prolif: -1.4; TIM10 inh: 10.5; APJ agonist: -1.4; APJ antag: 17.9; NALP3 yeast inh: 13.6; tim23-1 inh: 27.0; MPTP block: -0.4; NR3A LBD binder: 1.4

How did CCc1ccc(-n2nc3ccc(NC(=O)c4ccc5c(c4)OCO5)cc3n2)cc1 do in these assays?
tim10-1 inh: 6.4; MIN6 prolif: -0.9; TIM10 inh: 5.8; APJ agonist: -1.3; APJ antag: -5.8; NALP3 yeast inh: -2.2; tim23-1 inh: 3.5; MPTP block: 2.4; NR3A LBD binder: 15.2*

Results for CCc1nonc1NC(=O)COc1ccc(Cl)c(C)c1 ?
tim10-1 inh: 29.3; MIN6 prolif: -4.4; TIM10 inh: 15.8; APJ agonist: -2.0; APJ antag: -6.4; NALP3 yeast inh: 22.7; tim23-1 inh: 25.5; MPTP block: 2.3; NR3A LBD binder: -0.1

How did Cn1cccc1CC(=O)NNC(=O)Nc1ccccc1F do in these assays?
tim10-1 inh: 3.3; MIN6 prolif: -1.9; TIM10 inh: 2.7; APJ agonist: -0.5; APJ antag: 3.6; NALP3 yeast inh: 10.1; tim23-1 inh: 6.7; MPTP block: -2.7; NR3A LBD binder: 2.5

How did CCC(C)C(NC(=O)C1CCC(C)CC1)C(=O)NCCc1ccc(S(N)(=O)=O)cc1 (stereo unspecified) do in these assays?
tim10-1 inh: 2.2; MIN6 prolif: 0.8; TIM10 inh: 6.6; APJ agonist: -1.6; APJ antag: -1.4; NALP3 yeast inh: 6.8; tim23-1 inh: 6.5; MPTP block: -0.2; NR3A LBD binder: -1.7

Results for COc1cccc(C2CC(c3ccc(C)cc3)n3nc(N)nc3N2)c1 (stereo unspecified) ?
tim10-1 inh: 18.1; MIN6 prolif: 1.0; TIM10 inh: 3.5; APJ agonist: -1.6; APJ antag: -1.5; NALP3 yeast inh: -11.3; tim23-1 inh: 13.3; MPTP block: -0.6; NR3A LBD binder: -1.4

The last 2 entries of the section above come first, to join the parts:
How did CCC(C)C(NC(=O)C1CCC(C)CC1)C(=O)NCCc1ccc(S(N)(=O)=O)cc1 (stereo unspecified) do in these assays?
tim10-1 inh: 2.2; MIN6 prolif: 0.8; TIM10 inh: 6.6; APJ agonist: -1.6; APJ antag: -1.4; NALP3 yeast inh: 6.8; tim23-1 inh: 6.5; MPTP block: -0.2; NR3A LBD binder: -1.7

Results for COc1cccc(C2CC(c3ccc(C)cc3)n3nc(N)nc3N2)c1 (stereo unspecified) ?
tim10-1 inh: 18.1; MIN6 prolif: 1.0; TIM10 inh: 3.5; APJ agonist: -1.6; APJ antag: -1.5; NALP3 yeast inh: -11.3; tim23-1 inh: 13.3; MPTP block: -0.6; NR3A LBD binder: -1.4

What do the screens show for `CC(C)c1ccc(NC(=S)NN2CCOCC2)cc1`?
tim10-1 inh: -10.2; MIN6 prolif: 0.5; TIM10 inh: -3.7; APJ agonist: -3.3; APJ antag: 14.0; NALP3 yeast inh: 3.7; tim23-1 inh: -1.7; MPTP block: 0.4; NR3A LBD binder: 0.3

Results for CC(=O)c1ccc(O[C@@H]2O[C@H](CO)[C@@H](O)[C@H](O)[C@H]2O)cc1 ?
tim10-1 inh: 11.9; MIN6 prolif: -1.2; TIM10 inh: -3.0; APJ agonist: -1.1; APJ antag: -17.3; NALP3 yeast inh: 0.8; tim23-1 inh: -3.7; NR3A LBD binder: -0.5

How did COc1ccc(-c2c(-c3ccccc3)c(C(=O)C(=O)NCCCN(C)C)n3ccc4cc(OC)c(OC)cc4c23)cc1OC do in these assays?
tim10-1 inh: 14.2; MIN6 prolif: -6.0; TIM10 inh: -8.8; APJ agonist: 5.3; APJ antag: -10.2; NALP3 yeast inh: 11.8; tim23-1 inh: 11.1; MPTP block: 3.1; NR3A LBD binder: -3.1

What do the screens show for `O=C(COC(=O)CNS(=O)(=O)c1ccccc1)Nc1ncc(Cl)cc1Cl`?
tim10-1 inh: 0.7; MIN6 prolif: -1.9; TIM10 inh: -6.1; APJ agonist: -3.9; APJ antag: 5.8; NALP3 yeast inh: 17.7; tim23-1 inh: 3.2; MPTP block: -1.7; NR3A LBD binder: -2.3

Results for Cc1oc(-c2ccccc2F)nc1CS(=O)(=O)CC(=O)NCCCN(C)C1CCCCC1 ?
tim10-1 inh: 9.1; MIN6 prolif: -1.3; TIM10 inh: -12.9; APJ agonist: -2.5; APJ antag: 1.7; NALP3 yeast inh: -7.1; tim23-1 inh: -2.0; MPTP block: 1.7; NR3A LBD binder: -0.3

What do the screens show for `CCCC1Oc2ccccc2C(=O)N(CC(=O)c2ccc3c(c2)OCCO3)C1=O` (stereo unspecified)?
tim10-1 inh: 35.3; MIN6 prolif: 4.6; TIM10 inh: 2.7; APJ agonist: -5.9; APJ antag: 18.6; NALP3 yeast inh: 20.6; tim23-1 inh: 18.4; MPTP block: -0.1; NR3A LBD binder: 4.8

Results for COc1ccc2cc3c(N)nn(C(=O)Cc4ccc(Cl)cc4)c3nc2c1 ?
tim10-1 inh: 4.3; MIN6 prolif: 7.8; TIM10 inh: -0.8; APJ agonist: -3.8; APJ antag: 3.8; NALP3 yeast inh: 15.7; tim23-1 inh: 6.5; MPTP block: -0.4; NR3A LBD binder: -0.9

What do the screens show for `CC(NC(=O)c1cc2sccc2n1C)c1ccc2c(c1)OCCO2` (stereo unspecified)?
tim10-1 inh: 26.2; MIN6 prolif: -3.1; TIM10 inh: 26.9; APJ agonist: -4.5; APJ antag: -35.2; NALP3 yeast inh: -2.0; tim23-1 inh: 33.0; MPTP block: -4.9; NR3A LBD binder: -1.1

What do the screens show for `CCCC(=O)NNC(=O)CCC(=O)NCc1ccccc1`?
tim10-1 inh: 3.2; MIN6 prolif: -0.6; TIM10 inh: -0.1; APJ agonist: -1.5; APJ antag: 18.6; NALP3 yeast inh: 1.8; tim23-1 inh: 15.6; MPTP block: -1.9; NR3A LBD binder: 0.1

How did O=S(=O)(c1ccc(-n2cnnn2)cc1)N1CCC(N2CCCCC2)CC1 do in these assays?
tim10-1 inh: 4.4; MIN6 prolif: -2.7; TIM10 inh: 10.8; APJ agonist: -2.5; APJ antag: 5.7; NALP3 yeast inh: 0.7; tim23-1 inh: 2.3; MPTP block: 1.0; NR3A LBD binder: -0.6

What do the screens show for `Cc1cc(C)nc(SCCN(C)C)n1`?
tim10-1 inh: 3.8; MIN6 prolif: 1.8; TIM10 inh: 2.4; APJ agonist: -1.4; APJ antag: 12.6; NALP3 yeast inh: -15.6; tim23-1 inh: -5.2; MPTP block: -0.8; NR3A LBD binder: -0.8

What do the screens show for `CCOC(=O)CNC(=O)C(=O)c1c(O)[nH]c2ccccc12`?
tim10-1 inh: -0.7; MIN6 prolif: -1.6; TIM10 inh: 13.5; APJ agonist: 1.5; APJ antag: 1.1; NALP3 yeast inh: 20.0; tim23-1 inh: 11.7; MPTP block: 0.6; NR3A LBD binder: 1.5

What do the screens show for `CCOC(=O)C1CCN(C(=O)C2CCN(c3nc4ccc(OC)cc4s3)CC2)CC1`?
tim10-1 inh: 23.0; MIN6 prolif: -0.9; TIM10 inh: 20.3; APJ agonist: 0.4; APJ antag: -7.4; NALP3 yeast inh: 4.0; tim23-1 inh: 12.3; MPTP block: 0.6; NR3A LBD binder: -0.8

Results for COc1cc(OC)cc(C(=O)Nc2ccc(C(=O)c3ccncc3)cc2)c1 ?
tim10-1 inh: -9.4; MIN6 prolif: -3.8; TIM10 inh: 1.6; APJ agonist: 14.8; APJ antag: -33.6; NALP3 yeast inh: 3.7; tim23-1 inh: 35.5; MPTP block: -1.1; NR3A LBD binder: -1.2

What do the screens show for `CC(=O)NC1CC2CCCC(C1)N2C(=O)Nc1ccccc1` (stereo unspecified)?
tim10-1 inh: -1.9; MIN6 prolif: -2.4; TIM10 inh: 12.6; APJ agonist: 8.0; APJ antag: -5.0; NALP3 yeast inh: 0.4; tim23-1 inh: 18.8; MPTP block: 0.6; NR3A LBD binder: -1.7

Screening results (PubChem BioAssay)

Not a hit list, and some 7.2% of all compounds hit somewhere here.
